Screening data: PubChem BioAssay, Sanford-Burnham Center for Chemical Genomics
APOBEC3G inh – inhibitors of human APOBEC3G DNA deaminase. AID 493012. inhibition, % at 20 µM. 330,000 tested, 0.28% active. recombinant A3G, ssDNA deamination FAM/TAMRA fluorescence;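 active = inhibition of at least 40% at 20 µM, with no more than 30% in the related APOBEC3A deaminase screen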;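 note: plate controls were DMSO wells with A3G for no effect and wells lacking A3G enzyme for full effect; some compounds called inactive have numbers as strong as hits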
hIAP block – blocks human intestinal alkaline phosphatase; purified IAP, CDP-Star luminescence, 30 min; 330,000 tested, 0.12% active; inhibition, % at 10 µM; P09923; AID 2544;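 active = inhibition reaching a set limit with compound at 10 µM in the primary screen, cut at about 35% in these data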;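 note: plate controls were DMSO wells with enzyme for no effect and no-enzyme buffer wells for full effect; values of inactives mirror those of a sister screen read the other way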
Target sequence (P09923 whole entry, looked up): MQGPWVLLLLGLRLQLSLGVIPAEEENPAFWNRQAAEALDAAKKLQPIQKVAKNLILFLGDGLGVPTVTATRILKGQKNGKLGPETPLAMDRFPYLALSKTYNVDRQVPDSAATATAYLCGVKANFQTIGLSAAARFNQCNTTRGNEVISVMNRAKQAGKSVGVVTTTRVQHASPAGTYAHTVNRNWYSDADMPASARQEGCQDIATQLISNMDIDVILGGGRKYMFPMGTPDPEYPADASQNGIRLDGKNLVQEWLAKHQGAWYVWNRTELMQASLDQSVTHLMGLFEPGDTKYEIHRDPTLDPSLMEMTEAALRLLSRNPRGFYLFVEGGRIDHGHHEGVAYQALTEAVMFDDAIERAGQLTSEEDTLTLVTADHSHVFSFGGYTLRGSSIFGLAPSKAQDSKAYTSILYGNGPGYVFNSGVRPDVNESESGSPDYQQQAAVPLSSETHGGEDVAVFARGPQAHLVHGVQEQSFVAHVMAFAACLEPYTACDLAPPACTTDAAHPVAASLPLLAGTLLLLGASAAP
SENP1 FRET inh – SENP1 (human) catalytic domain inhibition. 360,000 tested, 0.21% active. recombinant SENP1 catalytic domain, CyPet-SUMO1-YPet FRET cleavage. inhibition, % at 10 µM;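 active = inhibition at least 30% at 10 µM, raw YFP signal under a set limit, fluorescence ratio 0.5 to 1.5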;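 note: 0% = enzyme with DMSO and 100% = no enzyme wells; some results filed as inactive read as strong as hits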
Target sequence (Q9P0U3 419-644 limits assumed): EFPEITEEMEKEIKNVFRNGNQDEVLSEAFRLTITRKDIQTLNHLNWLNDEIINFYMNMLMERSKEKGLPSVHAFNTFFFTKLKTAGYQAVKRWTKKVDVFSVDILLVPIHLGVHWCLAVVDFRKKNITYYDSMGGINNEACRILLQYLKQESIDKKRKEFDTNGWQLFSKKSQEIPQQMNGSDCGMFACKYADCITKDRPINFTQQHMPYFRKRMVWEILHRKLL
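Compound: 10 µM single point, 0.5% DMSO; Test system: hSENP1 catalytic domain, recombinant; Timing: 50 min reaction at room temperature; Technique: FRET, CFP and YFP emission; Control set: no-enzyme wells low, DMSO-plus-enzyme wells high control.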
mIAP act – mouse IAP activation. 330,000 tested, 0.24% active. AID 2805. muIAP, CDP-Star luminescence, 30 min; stronger effect = higher value; 1 = vehicle-only enzyme signal, 0 = enzyme-free wells. activation factor at 10 µM;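 active = activation factor of at least 2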; note: the source names both 10 and 20 µM as test concentration; values of inactives mirror those of a sister screen read the other way
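Assay system: mouse IAP enzyme; reagent: chemiluminescent substrate CDP-Star; dosing: test compounds delivered from DMSO solution; schedule: 30 min at room temperature; measured by: luminescence from enzymatic CDP-Star hydrolysis; controls: DMSO-only wells and no-enzyme negative control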
MIN6 prolif – induces beta-cell replication in MIN6 cells; 330,000 tested, 0.29% active; AID 2380; MIN6 cells proliferation, ATPlite luminescence, 48 h; cells starved in 0.2% serum; 100% = growth in 10% serum; proliferation, % at 10 µM;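 active = compounds whose signal lies at least 3.5 SD above the mean of all wells on their plate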;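 note: 0% = DMSO-treated cells in low-serum medium and 100% = 10% serum control; some compounds called inactive have numbers as strong as hits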
hIAP activ – increases human intestinal alkaline phosphatase activity; purified human IAP, CDP-Star luminescence, 30 min; stronger effect = higher value; 1 = vehicle-only enzyme, 0 = enzyme-free background; activation factor at 10 µM; AID 2524; 330,000 tested, 0.16% active; P09923;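 active = activation factor of the enzyme at least 2-fold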; note: the source names both 10 and 20 µM as test concentration; values of inactives mirror those of a sister screen read the other way
mIAP block – mouse IAP inhibition | purified mouse IAP, CDP-Star luminescence, 30 min | inhibition, % at 10 µM | 330,000 tested, 0.2% active | AID 2806;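 active = inhibition of at least 40% at 10 µM in the primary screen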;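 note: plate controls were DMSO with enzyme for no effect and no enzyme wells for full effect; values of inactives mirror those of a sister screen read the other way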
APOBEC3A inh – inhibitors of human APOBEC3A DNA deaminase | P31941 | recombinant A3A, FAM/TAMRA ssDNA deamination fluorescence | inhibition, % at 20 µM | 330,000 tested, 0.41% active | AID 493011;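 active = at least 40% inhibition at 20 µM here, with at most 30% in a related deaminase screen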;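 note: plate controls were A3A with DMSO for no effect and wells lacking A3A enzyme for full effect; some results filed as inactive read as strong as hits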
NALP3 yeast inh – blocks the NALP3 inflammasome reconstituted in yeast; Yeast reconstituted NLRP3/ASC/caspase-1, beta-gal luminescence, 24 h; inhibition, % at 10 µM; 330,000 tested, 0.39% active; AID 2825;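 active = inhibition of 50% or more; inactive = inhibition below 50%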;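 note: plate controls were induced DMSO wells for no effect and uninduced yeast grown without galactose for full effect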
Starred values were filed as active, the others as inactive; . = not tested or not shown. Only part of the results is shown, so the mix of outcomes need not match the whole.

SMILES	APOBEC3G inh	hIAP block	SENP1 FRET inh	mIAP act	MIN6 prolif	hIAP activ	mIAP block	APOBEC3A inh	NALP3 yeast inh
O=S(=O)(/N=C(/Nc1ccccn1)c1ccccc1)c1ccc(F)cc1	-2	-15	2	1	4	1.1	-3	1	-4
CCOC(=O)c1c(NC(=O)C2=C(C)NC(=S)NC2c2ccc(CC)cc2)sc(C)c1C (stereo not given)	-2	-7	.	0.9	-5	1.1	10	2	13
CCN(CC)CCNc1nc(-c2ccc(OC)cc2)c(-c2ccc(OC)cc2)s1	-5	20	2	0.94	-6	0.8	6	-1	12
O=C(NCCOc1ccc(F)cc1)C1CCC(=O)N(CCCN2CCCC2=O)C1 (stereo not given)	-3	2	3	0.94	-1	0.98	6	-2	30
Cc1ccc(F)cc1NC(=O)N1CCCN(c2ccc(C(F)(F)F)cn2)CC1	-4	4	1	1.1	-1	0.96	-10	2	-8
COc1ccc(CCNC(=O)c2cc(-c3ccc(C)cc3O)n[nH]2)cc1OC	-7	-115	-1	1.5	5	2.1*	-46	0	-8
CC(C)CCNC(=O)c1c[nH]c2ccc(S(=O)(=O)N3CCC4(CC3)OCCO4)cc2c1=O	-5	-8	1	0.93	-1	1.1	7	1	13
NC(=O)c1ccc(Oc2ccc(Cl)c3ccccc23)c([N+](=O)[O-])c1	-4	9	3	0.99	2	0.91	0	2	13
Cc1nn(-c2ccccc2C(=O)O)c(=O)c2ccccc12	0	-4	-1	0.95	3	1	5	8	-24
CCc1ccc(N2CC(O)=C(c3nc4ccccc4c(=O)[nH]3)C2=N)cc1	-4	-58	0	0.77	-1	1.6	23	3	26
CC(O)(CC(=O)O)CC(=O)O	-9	6	.	0.94	0	0.94	6	-5	-6
O=C(NCc1ccccc1)C1(C(F)(F)F)C/C(=C\CCO)CCCO1 (stereo not given)	-3	-10	4	0.87	-1	1.1	13	-4	7
Cc1nc2ccc(S(=O)(=O)NC(C(=O)NCc3ccco3)C(C)C)cc2s1 (stereo not given)	-6	17	-1	1.1	3	0.83	-5	-1	12
CCC1Oc2ccccc2N(CC(=O)NCCCN2CCN(CC)CC2)C1=O (stereo not given)	-1	-7	2	1	3	1.1	0	-4	5
CCOC(=O)Cn1c(C(=O)OCC)cc2sccc21	-3	-19	0	1.1	-1	1.2	-12	1	29
Cc1cccc(C(=O)Nc2scc(-c3ccc(Br)cc3)c2C(=O)O)c1	-6	13	0	0.93	-3	0.87	7	-3	61*
COC(=O)c1sc(S(=O)(=O)N2CCN(c3ccccc3)CC2)c(C(=O)OC)c1C	0	6	2	0.93	-3	0.94	7	3	-1
O=C(Nc1ccc(Cl)cc1Cl)Nn1cnnc1	-6	-19	2	1	2	1.2	-4	-3	19
Cc1cc(NC(=O)COC(=O)c2ccc(S(=O)(=O)N3CCCc4ccccc43)cc2)no1	-5	-10	1	0.96	0	1.1	4	-4	22
CCc1cc(=O)oc2c(C)c(OCC(=O)NCCCN3CCCC3=O)ccc12	-6	-18	1	1.1	-3	1.2	-10	-11	11
O=C(NCc1cccc(F)c1)C1CCN(C(=O)c2sccc2-n2cccc2)CC1	-7	2	1	0.94	3	0.98	6	-1	18
CN(C)C(=O)C1OC(C)(C)OC1C(=O)N(C)C (stereo not given)	-2	5	2	1.1	-3	0.95	-6	0	4
COc1cccc2cc(-c3nnc(SCC(=O)Nc4nc(C)cs4)n3C)oc12	-8	-19	1	0.99	-2	1.2	1	-5	-6
Cc1cc(C)cc(C(=O)OCC(=O)Nc2cccc(S(=O)(=O)NC3=NCCCCC3)c2)c1	-2	-4	5	0.92	0	1	8	5	10
O=C(CN1C(=O)CCS(=O)(=O)c2ccccc21)NCc1ccc(F)cc1	-5	-4	3	0.91	0	1	9	-2	-15

A second format for 4 compounds above.
O=C(NCc1cccc(F)c1)C1CCN(C(=O)c2sccc2-n2cccc2)CC1
  APOBEC3G inh: -7 | hIAP block: 2 | SENP1 FRET inh: 1 | mIAP act: 0.94 | MIN6 prolif: 3 | hIAP activ: 0.98 | mIAP block: 6 | APOBEC3A inh: -1 | NALP3 yeast inh: 18
CN(C)C(=O)C1OC(C)(C)OC1C(=O)N(C)C (stereo not given)
  APOBEC3G inh: -2 | hIAP block: 5 | SENP1 FRET inh: 2 | mIAP act: 1.1 | MIN6 prolif: -3 | hIAP activ: 0.95 | mIAP block: -6 | APOBEC3A inh: 0 | NALP3 yeast inh: 4
COc1cccc2cc(-c3nnc(SCC(=O)Nc4nc(C)cs4)n3C)oc12
  APOBEC3G inh: -8 | hIAP block: -19 | SENP1 FRET inh: 1 | mIAP act: 0.99 | MIN6 prolif: -2 | hIAP activ: 1.2 | mIAP block: 1 | APOBEC3A inh: -5 | NALP3 yeast inh: -6
Cc1cc(C)cc(C(=O)OCC(=O)Nc2cccc(S(=O)(=O)NC3=NCCCCC3)c2)c1
  APOBEC3G inh: -2 | hIAP block: -4 | SENP1 FRET inh: 5 | mIAP act: 0.92 | MIN6 prolif: 0 | hIAP activ: 1 | mIAP block: 8 | APOBEC3A inh: 5 | NALP3 yeast inh: 10

(continued)
SMILES	APOBEC3G inh	hIAP block	SENP1 FRET inh	mIAP act	MIN6 prolif	hIAP activ	mIAP block	APOBEC3A inh	NALP3 yeast inh
Cc1ccc(S(=O)(=O)Nc2ccc(Br)cc2/C=N/n2cnnc2)cc1	-6	-19	-31	1	-4	1.2	-4	0	35
CCCCCN(C(=O)COC(=O)Cc1c(C)nc2ccccc2c1C)c1c(N)n(CCCC)c(=O)[nH]c1=O	-2	10	-1	0.88	-2	0.9	12	3	12
COc1ccc(S(=O)(=O)N2c3ccccc3OCC2CC(=O)O)cc1 (stereo not given)	-6	-9	0	0.92	2	1.1	8	-2	14
Cc1ccccc1OC1C(=O)N(Cc2ccc3c(c2)OCO3)C1c1sccc1C (stereo not given)	-4	14	1	1	-7	0.86	0	1	2
Cc1cc(C)nc(SCC(=O)N/N=C/c2cccn2-c2cccc(C(F)(F)F)c2)n1	10	8	-1	0.97	1	0.92	3	42*	-9
O=C(Cn1ncc2c([nH]c3ccccc32)c1=O)N1CCOCC1	-7	17	0	1	-5	0.83	-1	-8	2
O=C(NCc1ccco1)c1ccc(-c2cccc(Cl)c2)o1	-8	13	-2	0.97	0	0.87	3	-2	-8
Cc1ccc(CC(=O)Nc2cccnc2)cc1	-6	13	-1	0.95	-3	0.87	5	-1	-1
CC1=NNC(=O)C1CC(=O)N/N=C(\C)c1cccs1 (stereo not given)	-4	3	3	1.1	-2	0.97	-6	-3	11
CC(C)(C)c1ccc(C(=O)Oc2ccccc2CCC(=O)O)cc1	-9	16	1	0.94	-1	0.84	6	-3	-2
CN(CCNC(=O)C1CCN(S(=O)(=O)c2cnc[nH]2)CC1)Cc1ccccc1	-3	-15	0	0.99	-2	1.1	1	1	-1
Cc1cccc(NC(=O)c2cccc(C(=O)Nc3cccc(C)c3)c2)c1	-4	-8	14	1	1	1.1	0	0	-7
CCCC(=O)NCc1ccncc1	-7	-2	.	1.2	1	1	-18	-4	-8
COC(=O)c1ccc(N2CCCCC2)c(NC(=O)c2ccco2)c1	-9	-1	-2	0.92	-4	1	8	-3	29
COc1ccc(C(=O)C[n+]2cccc(C)c2C)cc1[N+](=O)[O-]	-6	4	0	1.1	-1	0.96	-7	-5	2
O=C(O)c1sccc1S(=O)(=O)N1CCN(c2ccc(C(F)(F)F)cn2)CC1	0	1	2	1.1	2	0.99	-8	-3	-24
CCOP(=O)(c1ccc(N(C)C)cc1)C(O)c1ccccc1 (stereo not given)	-10	-16	2	1.1	-1	1.2	-7	-6	9
Cc1cnc(C(=O)Nc2ccc(-n3cnnn3)cc2)cn1	-3	14	2	0.93	-4	0.86	7	1	16
Cc1ccc(C)c(NS(=O)(=O)c2cc(C(=O)Nc3ccccc3-c3ccccc3)ccc2Cl)c1	3	14	4	0.94	-4	0.86	6	-1	17
CCOc1ccccc1CNC(CC)CO (stereo not given)	-7	-10	-1	0.92	1	1.1	8	-3	7
C=CCn1nnnc1SCC(=O)Nc1ccc(C(=O)OC)cc1	-1	-20	0	1	-4	1.2	-4	3	-11
CCN(CC)c1ccc(/C=N/NC(=O)Nc2ccccc2)cc1	-9	12	-84	1	-4	0.88	-3	-2	31
CCC(C)Sc1nnc(CSc2nc3nc(C)cc(C)n3n2)o1 (stereo not given)	-5	18	0	0.93	-1	0.82	7	-2	18
Cc1ccnc(N/N=C/c2ccco2)n1	5	8	0	1	-2	0.92	-1	5	18

Quoted at random: three entries already listed.
SMILES	APOBEC3G inh	hIAP block	SENP1 FRET inh	mIAP act	MIN6 prolif	hIAP activ	mIAP block	APOBEC3A inh	NALP3 yeast inh
COc1ccc(S(=O)(=O)N2c3ccccc3OCC2CC(=O)O)cc1 (stereo not given)	-6	-9	0	0.92	2	1.1	8	-2	14
Cc1ccc(CC(=O)Nc2cccnc2)cc1	-6	13	-1	0.95	-3	0.87	5	-1	-1
Cc1ccc(S(=O)(=O)Nc2ccc(Br)cc2/C=N/n2cnnc2)cc1	-6	-19	-31	1	-4	1.2	-4	0	35
